Chronic BCR inh: qHTS Assay to Find Inhibitors of Chronic Active B-Cell Receptor Signaling; ABC-DLBCL IkBa-CBG/CBR reporter, luminescence ratio, 4 h; AID 493014, 2011; actives 0.05% (n = 340,000); Potency, µM (highest dose often 46.1 µM), for the others: at the highest dose ratio change, negative = lower green/red ratio, usual class: inhibitors; active = well fitted inhibition curve with a large enough effect in the signal ratio, with a control signal flat, not every such curve was filed as active; inconclusive = small, poorly fitted or top-dose-only effect, or effect the other way, or a change in a side signal; the % refers to the signal ratio;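 also: potency is read from the fitted curve at half-maximal effect; plate controls were basal doxycycline-induced cells for no effect and cells given 10 µM MG132 for full effect; MG132 reads +100%, hits lower the ratio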
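Compounds up to 46 uM were incubated four hours with TMD8 cells whose green CBG68 luciferase is fused to IkappaBalpha; red CBR luminescence normalised the signal, and concentration-effect curves were fitted to fusion, red and ratio data.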
TCR activator: Activators of T cell receptors: qHTS campaign; primary human leukocytes, anti-CD3, IL-2 HTRF, 48 h; Potency, µM (top dose mostly 9.22 µM), for inactives: at the highest dose activation of IL-2 secretion, most hits filed as activators; 330,000 tested, under 10 active; AID 504894, 2011; also: % of control where 0% means no effect
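Compounds are tested in HTS on primary human leukocytes co-incubated with a-CD3 beads for 48 hr. IL-2 output is measured by time-resolved FRET.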
Mito fusion act: qHTS Assay for Small Molecule Inhibitors of Mitochondrial Division or Activators of Mitochondrial Fusion. S. cerevisiae fusion-defective mutant growth rescue, CellTiterGlo 48 h. actives 0.23% (n = 320,000). Potency, µM (top dose mostly 46.1 µM), without a hit: top-dose growth rescue (activation), actives largely listed as activators;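 also: potency is read from the fitted curve at half-maximal effect; % of control where 0% means no effect; nearly all actives have a fitted effect of over 45% in size; temperature-sensitive fusion mutants such as fzo1-1 at 37 °C on non-fermentable ethanol glycerol medium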
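Read-out: ATP-based luminescence (CellTiterGlo, 10 min ambient) reporting growth of fusion-defective ts yeast after 48 hours at 37C on glycerol/ethanol YPEG medium in the presence of compound.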
ELG1 repair inh: qHTS screen for small molecules that inhibit ELG1-dependent DNA repair in human embryonic kidney (HEK293T) cells expressing luciferase-tagged ELG1; HEK293T ELG1-luciferase reporter, luminescence, 16 h; DNA damage induced by 5-fluorouridine; Potency, µM (titrated, usually from 46.1 µM), without a hit: at the top dose activity change, negative = inhibition, actives largely listed as inhibitors; actives 2.3% (n = 330,000); AID 504467, 2011; also: potency is read from the fitted curve at half-maximal effect; % is scaled to controls: 0 for no effect and ±100 for the full control effect; nearly all actives have a fitted effect of over 55% in size
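5-Fluorouridine DNA damage + compound/DMSO, 2,000 cells/well, 16 h, 37 °C/5% CO2. ONE-Glo, 30 min RT, luminescence. Readout = decrease in reporter signal.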
Eya2 inh: qHTS Assay for Inhibitors of the Phosphatase Activity of Eya2 | actives 0.006% (n = 330,000) | Potency, µM (series often up to 76.9 µM), inactives show at the top dose activity, negative = inhibition, actives largely listed as inhibitors | recombinant Eya2, OMFP fluorescence dephosphorylation (OMFP is methylfluorescein phosphate) | Protein phosphatase EYA2 (Homo sapiens), O00167; also: potency is read from the fitted curve at half-maximal effect; % is scaled to controls: 0 for no effect and ±100 for the full control effect
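Eya2 (0.2 uM) preincubated 10 min at ambient with compound, then OMFP substrate added at 50 uM; 10 min reaction in 50 mM HEPES pH 7.5, 50 mM NaCl, 5 uM MgCl2, 0.05% BSA, 1 mM DTT. Fluorescence read at Ex 485/Em 525 nm.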
TSHR antagonist: Antagonists of the Thyroid Stimulating Hormone Receptor: HTS campaign; Thyrotropin receptor (Homo sapiens), P16473; TSHR-expressing cells, TSH-stimulated cAMP HTRF, 2 h; stronger effect = lower value; activity change, negative = inhibition, % at 11.5 µM; actives 0.2% (n = 330,000); AID 504810, 2011;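 active = activity change below a set negative limit, meaning inhibition stronger than a set level, cut at about -70% in these data; inconclusive = activity change between two set negative limits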; also: % is scaled to controls: 0 for no effect and ±100 for the full control effect
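Inhibition of cAMP made by TSHR-expressing cells under TSH stimulation (4nM final, EC80; 2 h, 37 deg C) is quantified with a one-step lysis HTRF kit, anti-cAMP cryptate versus cAMP-d2.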
A-T KAP1 phos: qHTS Assay for Identifying a Potential Treatment of Ataxia-Telangiectasia | […] A-T fibroblasts, KAP-1 phosphorylation AlphaLISA; neocarzinostatin DNA damage 30 min before lysis | Potency, µM (highest dose often 57.5 µM), inactives show at the highest dose activation, actives largely listed as activators | actives 0.19% (n = 320,000) | AID 485349, 2010; also: potency is read from the fitted curve at half-maximal effect; % of control where 0% means no effect; nearly all actives have a fitted effect of over 45% in size
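hTERT-immortalized A-T patient fibroblasts ([…]), 500 cells/well in OPTI-MEM, 1% FBS, got compounds for 60 min, then NCS for 30 min at 37C. Lysates were then assayed for phospho-KAP-1 by AlphaLISA (anti-pKAP1 donor, anti-KAP1 acceptor beads), 6 hr at 25C.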
Tb PFK block: qHTS Assay to Find Inhibitors of T. brucei phosphofructokinase. AID 485367, 2010. actives 0.17% (n = 330,000). T. brucei PFK, ADP-Glo luminescence. ATP-dependent 6-phosphofructokinase (Trypanosoma brucei brucei), O15648. Potency, µM (top dose mostly 57.5 µM), for inactives: at the top dose activity, negative = inhibition, hits mostly inhibitors;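 also: potency is read from the fitted curve at half-maximal effect; 0% = uninhibited 1x PFK enzyme wells and -100% = no-enzyme wells; nearly all actives have a fitted effect of over 60% in size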
Target sequence (O15648 whole entry, looked up): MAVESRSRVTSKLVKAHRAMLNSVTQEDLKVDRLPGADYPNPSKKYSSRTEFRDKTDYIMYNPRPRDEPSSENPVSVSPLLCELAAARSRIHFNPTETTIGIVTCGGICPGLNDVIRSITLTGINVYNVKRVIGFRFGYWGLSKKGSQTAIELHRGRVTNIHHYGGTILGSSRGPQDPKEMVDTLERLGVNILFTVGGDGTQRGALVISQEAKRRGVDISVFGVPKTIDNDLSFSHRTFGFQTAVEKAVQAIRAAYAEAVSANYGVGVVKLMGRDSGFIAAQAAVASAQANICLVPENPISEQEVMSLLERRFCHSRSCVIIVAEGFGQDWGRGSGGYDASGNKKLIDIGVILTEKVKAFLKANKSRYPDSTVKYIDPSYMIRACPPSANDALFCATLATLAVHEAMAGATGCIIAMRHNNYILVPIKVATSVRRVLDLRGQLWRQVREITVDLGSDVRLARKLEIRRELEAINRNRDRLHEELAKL
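Activity is normalized to no-enzyme wells (full inhibition) and 1.25 nM enzyme wells (no inhibition). Reaction: 0.5 mM F6P, 0.1 mM ATP, 45 min RT, ADP-Glo luminescence; concentration-response curves fitted and classed by quality.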
S-ASM inh: Inhibitors of Secretory Acid Sphingomyelinase (S-ASM): qHTS. Sphingomyelin phosphodiesterase (Homo sapiens), P17405. placental ASM, HMU-PC fluorogenic substrate, 60 min. Potency, µM (titrated, usually from 57.5 µM), without a hit: top-dose activity change, negative = inhibition, usual class: inhibitors. actives 0.006% (n = 340,000). AID 504937, 2011; also: potency is read from the fitted curve at half-maximal effect
Target sequence (P17405 47-631 limits assumed): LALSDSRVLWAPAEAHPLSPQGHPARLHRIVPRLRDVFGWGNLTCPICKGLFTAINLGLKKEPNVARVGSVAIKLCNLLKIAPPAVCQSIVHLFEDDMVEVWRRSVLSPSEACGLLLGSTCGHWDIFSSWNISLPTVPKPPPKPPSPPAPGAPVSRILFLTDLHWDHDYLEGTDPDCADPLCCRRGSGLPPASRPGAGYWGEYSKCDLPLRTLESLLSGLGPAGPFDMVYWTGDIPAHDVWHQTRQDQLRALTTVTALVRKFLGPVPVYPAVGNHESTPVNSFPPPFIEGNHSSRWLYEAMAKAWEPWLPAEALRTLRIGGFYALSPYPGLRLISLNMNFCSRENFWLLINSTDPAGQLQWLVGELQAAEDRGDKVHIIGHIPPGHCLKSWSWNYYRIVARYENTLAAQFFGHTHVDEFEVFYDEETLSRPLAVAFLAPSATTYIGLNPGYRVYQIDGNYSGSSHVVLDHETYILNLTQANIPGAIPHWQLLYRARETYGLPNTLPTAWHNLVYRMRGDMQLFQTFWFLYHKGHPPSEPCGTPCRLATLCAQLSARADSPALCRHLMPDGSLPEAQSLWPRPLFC
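Steps: dispense placental human ASM, pin compound, wait 10 min at room temperature, add HMU-PC0 substrate at 9 uM final, incubate 60 min at 37 °C, add stop solution raising pH to 10, read fluorescence.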
Integrin act MD: qHTS for Activators of Integrin-Mediated Alleviation for Muscular Dystrophy. Potency, µM (titrated, usually from 38.3 µM), for the others: at the top dose activation, usual class: activators. alpha7betagal myoblasts, beta-gal FDG fluorescence, 48 h. AID 624291, 2012. actives 0.064% (n = 350,000);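 also: potency is read from the fitted curve at half-maximal effect; 100% = response of the positive control SU9516; nearly all actives have a fitted effect of over 60% in size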
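alpha7betagal+/- myoblasts (passage 13, 250/well) treated 48 h at 37C with compounds at 1:260 dilution of DMSO stock. Lysed, then beta-galactosidase activity read as FDG fluorescence (ex 480/em 540) after 30 min, with pre-read for autofluorescence.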
TSG101-PTAP inh: qHTS Assay for Iinhibitors of HIV-1 Budding by Blocking the Interaction of PTAP/TSG101; Potency, µM (doses to about 115 µM), without a hit: top-dose activity change, negative = inhibition, most hits filed as inhibitors; Fluorescence polarization, FITC-PTAP peptide / Tsg101 binding; 340,000 tested, under 10 active; active = well fitted inhibition curve with a large enough effect in the main read-out, with a control signal flat, not every such curve was filed as active; inconclusive = small, poorly fitted or top-dose-only effect, or effect the other way, or a change in a side signal; inactive = no such curve, though single readings can be large or run the other way; also: potency is read from the fitted curve at half-maximal effect; % of control where 0% means no effect
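Fluorescence polarization binding of Tsg101 binding domain (10 uM final) to FITC-labeled PTAP peptide (50 nM final) in HEPES pH 7.5 buffer with NaCl, Tween 20, EDTA, TCEP. Compounds added before peptide; binding 20 min at RT.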
Active calls of the source: *; ? = inconclusive; . = no result given; [ ] = another dose, or the depositor's remark. Unless noted, calls follow the shape of the dose curve; as a rule, active = well fitted curve in the direction sought with a large enough effect; inconclusive = small, poorly fitted or top-dose-only effect, or another doubt; inactive = no such curve, though single readings can be large; an effect the other way counts as inactive or inconclusive.

SMILES | Chronic BCR inh | TCR activator | Mito fusion act | ELG1 repair inh | Eya2 inh | TSHR antagonist | A-T KAP1 phos | Tb PFK block | S-ASM inh | Integrin act MD | TSG101-PTAP inh
Cc1cccc(NC(=O)CSc2nc3nc4c(cc3c(=O)n2-c2ccccc2)CCCC4)c1 | ? | -3.3%[46.1 µM] | 11.0% | 14.6µM* | -8.1% | -9.2 | 1.7% | -5.7% | -0.9% | 20.7% | 1.0%
COc1ccc(NC2CCCN(C(=O)CCN3CCCC3=O)C2)cc1 (stereo not drawn) | 0.3% | 3.1% | -0.7% | 5.5% | 5.4% | -4.4 | 11.3% | -3.0% | . | 3.8% | -2.0%
COc1ccccc1-c1cn[nH]c(=S)n1 | ? | -4.7% | 13.7% | -4.2% | -16.6% | -7.9 | -2.1% | -24.5% | -1.9% | 9.6% | 0.2%
CCOc1ccc(NC(=O)CSc2nc3c(c(=O)n2C)SC(C)C3)cc1 (stereo not drawn) | -12.6% | -1.1% | -2.3% | ? | 19.2% | 2.1 | -2.2% | 6.7% | -3.1% | -11.1% | -2.6%
CCOC(=O)CC(=O)NC(C)(C)CCCCC(C)(C)NC(=O)CC(=O)OCC | 3.5% | 2.2% | -9.8% | -1.1% | -5.0% | 2.3 | -1.5% | -3.1% | -0.5% | -18.2% | -2.6%
CC(=O)Nc1ccc(S(=O)(=O)NC2(C(F)(F)F)NC(=O)N(c3ccccc3F)C2=O)cc1 (stereo not drawn) | 1.4% | -0.7% | -5.5% | -3.5% | 13.0% | 22.7 | -4.5% | 1.1% | 1.3% | 6.4% | -3.9%
Cc1nn(-c2ccccc2)c(C)c1C(=O)NCc1ccc(F)cc1 | 0.0% | -8.5%[46.1 µM] | -4.4% | 1.7% | 1.5% | 5.1 | -6.7% | 7.1% | 2.0% | 1.6% | 0.0%
COc1ccc(CC(=O)OCC(=O)N(C)C2CCS(=O)(=O)C2)cc1OC (stereo not drawn) | 2.4% | -10.4% | 7.2% | -2.2% | 6.8% | 3.5 | 6.0% | 7.4% | 2.3% | -6.1% | -1.9%
CC1CCN(C(=O)COC(=O)Cn2cnc3ccccc32)CC1 | -0.8% | 6.1%[46.1 µM] | . | 15.7% | 4.1% | 12.3 | 4.5% | -3.0% | 2.4% | 5.0% | 1.3%
Cc1cc(-c2ccc(C(C)C)c(S(=O)(=O)NCCN3CCC(C)CC3)c2)on1 | -18.8% | -5.2% | 0.3% | 5.3% | -8.8% | -11.4 | 8.0% | 4.5% | -0.4% | -34.3% | -0.7%
O=C(CN1C(=O)C2C3C=CC(C3)C2C1=O)NCCc1ccccc1Cl (stereo not drawn) | 2.1% | 0.3% | -0.2% | 4.2% | 6.1% | -0.5 | -3.8% | -7.8% | 2.6% | -7.3% | -7.7%
O=C(Cn1nnc(-c2cccs2)n1)NCc1ccccc1 | -9.8% | -2.1% | 3.0% | 12.0% | -8.4% | 9.7 | -4.7% | -1.0% | 3.6% | 5.4% | -6.3%
CCOCC(=O)Nc1c(C(=O)N2CCN(c3ncccn3)CC2)oc2ccccc12 | -10.7% | 6.2% | 13.7% | -10.1% | 12.2% | -3.6 | 1.2% | 0.5% | -1.1% | 20.7% | -2.6%
COc1ccc(S(=O)(=O)N2CCN(C(=S)NC3CCCCC3)CC2)cc1 | 3.3% | -2.5% | -3.2% | -4.4% | 2.8% | 4.8 | 4.3% | -3.9% | 1.9% | -11.8% | -1.0%
Cc1cc(C)cc(CSCC(=O)N/N=C/c2ccc(OCC(=O)NCc3ccco3)cc2)c1 | -0.9% | 12.8% | 0.9% | -28.2% | ? | -19.0 | -1.1% | -0.4% | -1.8% | -21.7% | 2.0%
O=c1c(-c2n[nH]c(=S)o2)cccn1Cc1ccccc1 | ? | 7.6% | 2.5% | 3.0% | 6.4% | 7.6 | -0.9% | -12.1% | 28.5% | -1.7% | 0.8%
O=C1CN(C(=O)CNC(=O)c2ccccc2Cl)c2ccccc2N1 | -11.7% | 3.1% | 2.3% | 2.7% | 0.8% | -0.8 | -3.9% | 0.2% | 1.4% | -10.0% | 2.4%
Cc1ccc(OCc2nnc(SC(C)C(=O)O)n2Cc2ccccc2)cc1 (stereo not drawn) | ? | 1.7% | 0.2% | -18.0% | 10.0% | 12.0 | 3.0% | -7.1% | 3.6% | -18.6% | -0.1%
CC(=O)Nc1sc(C)c(C)c1C(=O)OCC(=O)Nc1ccc(S(N)(=O)=O)cc1 | 2.9% | 2.8% | . | 5.0% | 4.7% | -6.0 | -8.6% | 0.0% | 3.9% | 11.5% | -10.7%
O=C(CO/N=C/c1ccccc1O)NNC(=O)c1ccccc1Cl | ? | 5.8%[46.1 µM] | -5.0% | 11.7% | -9.5% | -11.8 | . | 0.0% | 23.7% | 9.6% | -0.4%
O=C(COC(=O)CCc1ccc(S(=O)(=O)N2CCOCC2)cc1)NC(=O)NC1CCCCC1 | 10.1% | 0.8% | 6.4% | 5.7% | 6.8% | 1.9 | -7.3% | -4.2% | -4.8% | 10.6% | 1.3%
Cc1ccc(C(=O)CCC(=O)Nc2ncccc2O)cc1 | ? | 2.4% | -1.3% | ? | -25.3% | -7.7 | 1.9% | -2.7% | 3.6% | 17.6% | -10.5%
O=C1c2ccccc2C(=O)N1CCCc1c[nH]c2ccc(Cl)cc12 | 0.7% | 4.9%[46.1 µM] | 17.8µM* | -11.9% | -14.1% | ? | -2.2% | -9.2% | -3.1% | -2.7% | -2.1%
O=C(C[n+]1ccc(Cc2ccccc2)cc1)Nc1ccc([N+](=O)[O-])cc1Cl | -0.6% | -15.3% | -4.0% | -7.2% | -15.8% | -1.5 | 6.9% | -2.2% | -3.0% | 0.0% | -1.4%
Cc1ccc2c(c1)[nH]c1c(=O)n(Cc3ccccn3)cnc12 | 8.1% | 11.4% | -1.6% | ? | 8.8% | -5.7 | 7.4% | 1.0% | 14.6% | 8.0% | -5.2%
O=C(Nc1cccc(-c2cscn2)c1)C1CCN(Cc2ccc(CO)o2)CC1 | -8.9% | -9.5% | -1.0% | 8.1% | -8.2% | 10.7 | 5.1% | 0.8% | -3.9% | -14.4% | -2.4%
Cc1nnc(SCc2cccc([N+](=O)[O-])c2)[nH]c1=O | -1.5% | -1.7% | 0.0% | 1.9% | 13.4% | -2.5 | 0.7% | 2.9% | 8.3% | 21.1% | -2.5%
O=C(O)c1ccc(NC(=O)c2ccc3c(c2)C(=O)N(c2ccccc2)C3=O)cc1 | ? | -3.5% | 0.0% | -7.5% | -22.9% | -1.5 | -1.0% | 1.1% | 6.0% | -4.8% | 2.0%
COc1ccc(C(=O)Nc2ccccc2C(=O)N/N=C/c2ccccc2OC)cc1 | ? | 13.9% | -5.3% | ? | -2.3% | -6.0 | 6.6% | -3.6% | -1.2% | ? | -7.5%

Records listed above marked active in Mito fusion act:
mol | TCR activator | Mito fusion act | Eya2 inh | TSHR antagonist | S-ASM inh | Integrin act MD | TSG101-PTAP inh
O=C1c2ccccc2C(=O)N1CCCc1c[nH]c2ccc(Cl)cc12 | 4.9%[46.1 µM] | 17.8µM* | -14.1% | ? | -3.1% | -2.7% | -2.1%

Bioassay records from PubChem.
